12-LOX inh – Primary qHTS assay for inhibitors of human arachidonate 12S-lipoxygenase (ALOX12): Round 2; AID 1671190, 2021; Polyunsaturated fatty acid lipoxygenase ALOX12 (Homo sapiens), P18054; hit rate 1.1% among 580,000; purified 12hLO, xylenol orange hydroperoxide absorbance; Potency, µM (doses to about 108 µM), inactives show top-dose activity change, negative = inhibition, usual class: inhibitors; note: potency is the fitted concentration of half-maximal effect; % is set by controls: 0 for no effect and ±100 for the full control effect
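Hydroperoxide product was detected by ferrous iron/xylenol orange as the 573 to 405 nm absorbance ratio. Arachidonic acid at 40 uM (final) was turned over for 30 min at room temperature by 150 nM human 12hLO, pH 7.0 Hepes buffer, after 15 min compound preincubation.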
Apoferritin bind – qHTS Assay for Identification of Novel General Anesthetics | Ferritin light chain (Equus caballus), P02791 | apoferritin/1-aminoanthracene competitive binding, fluorescence | Potency, µM (titrated, usually from 77.5 µM), inactives show at the top dose activity change, negative = displacement, usual class: inhibitors | hit rate 0.074% among 350,000 | AID 485281, 2010; note: potency is the fitted concentration of half-maximal effect; % is set by controls: 0 for no effect and ±100 for the full control effect; nearly all actives have a fitted effect of over 20% in size
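Probe: 1-aminoanthracene (50% saturated, PBS). Protein: horse-spleen apoferritin, 10 uM. Incubation: 10 min, room temperature. Detection: 380 nm excitation, 535 nm emission. Analysis: normalized response, four-parameter Hill.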
ERG-DNA inh – qHTS for Small Molecule Inhibitors of the ERG Ets/DNA interaction. fluorescence polarization, His-ERG Ets domain / labelled DNA. Potency, µM (top dose mostly 76.9 µM), without a hit: at the top dose FP activity, negative = inhibition, hits mostly inhibitors. hit rate 0.028% among 370,000; active = well fitted inhibition curve with a large enough effect in the polarisation, with a control signal flat; inconclusive = small, poorly fitted or top-dose-only effect, or effect the other way, or a change in a side signal; inactive = no such curve, though single readings can be large or run the other way; the % refers to the polarisation;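 note: polarization taken with two DNA probes labelled with fluorescein and Texas red; potency is the fitted concentration of half-maximal effect; % of control where 0% means no effect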
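His-tagged ERG Ets domain (1 uM in the protein solution; 300mM KCl, 50mM Tris-HCl, 1mM EDTA, 1mM DTT, pH 7.5) received compound, then a probe mix of 5 nM fluorescein-DNA and 100nM Texas-615-DNA. Fluorescence polarization was read for both dyes.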
LDHA block – qHTS assay for inhibitors of human lactate dehydrogenase; purified LDHA, NADH/diaphorase-resazurin fluorescence; hits give low values; hit rate 0.15% among 480,000; activity change, % (values are at about 110 or 230 µM); L-lactate dehydrogenase A chain (Homo sapiens), P00338; in the data active = activity change below about -30%; inconclusive = mostly about -25% to -30%;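 note: plate controls were DMSO wells for no effect and wells without enzyme for full effect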
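Enzyme activity of human lactate dehydrogenase 5 (2 nM; 0.06 mM NADH, 0.2 mM pyruvate, 5 min, RT) is measured via a resazurin/diaphorase fluorescence readout of residual NADH.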
APEX1 inh – qHTS Assay for Inhibitors of the Human Apurinic/apyrimidinic Endonuclease 1 (APE1). Potency, µM (series often up to 65.8 µM), inactives show at the top dose activity change, negative = inhibition, hits mostly inhibitors. hit rate 0.35% among 350,000. recombinant APE1, TAMRA/BHQ-2 abasic DNA cleavage fluorescence. AID 2517, 2012;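 note: potency is the fitted concentration of half-maximal effect; plate controls were vehicle for no effect and reference inhibitor for full effect; nearly all actives have a fitted effect of over 55% in size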
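Measures dequenching upon AP-site incision of a 5'-TAMRA/3'-BHQ-2 THF-containing duplex, 50 nM; human APE1 0.75 nM after 15 min room-temperature exposure to compound; kinetic three-point read at one-minute spacing.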
Pol eta inh – qHTS for Inhibitors of Polymerase Eta. DNA polymerase eta (Homo sapiens), Q9Y253. recombinant Pol eta, fluorescent DNA replication assay. Potency, µM (doses to about 114 µM), for inactives: at the highest dose activity change, negative = inhibition, usual class: inhibitors. hit rate 1.2% among 390,000; note: potency is the fitted concentration of half-maximal effect; % is set by controls: 0 for no effect and ±100 for the full control effect
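Pol eta (10 nM) was preincubated with compounds for 15 min at room temperature, after which fluorescent replication substrate (50 nM final) was added to start the reaction. Fluorescence was read kinetically at 0 and 10 min.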
POLB inh – qHTS Assay for Inhibitors of DNA Polymerase Beta; Potency, µM (doses to about 114 µM), inactives show top-dose activity change, negative = inhibition, hits mostly inhibitors; hit rate 1.3% among 340,000; P06746; AID 485314, 2010; Pol beta primer extension/strand displacement, fluorescence kinetic; note: potency is the fitted concentration of half-maximal effect; % is set by controls: 0 for no effect and ±100 for the full control effect
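Human Pol beta at 10 nM; strand-displacement substrate 50 nM final. Compound exposure 15 min at room temperature before start, reaction 10 min at room temperature.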
POLK inh – qHTS for Inhibitors of Polymerase Kappa. DNA polymerase kappa (Homo sapiens), Q9UBT6. purified Pol kappa, fluorescent DNA synthesis assay, 10 min. Potency, µM (titrated, usually from 107 µM), for inactives: at the top dose activity, negative = inhibition, hits mostly inhibitors. hit rate 0.53% among 400,000. AID 588579, 2011; note: potency is the fitted concentration of half-maximal effect; % is set by controls: 0 for no effect and ±100 for the full control effect
Target sequence (Q9UBT6 whole entry, looked up): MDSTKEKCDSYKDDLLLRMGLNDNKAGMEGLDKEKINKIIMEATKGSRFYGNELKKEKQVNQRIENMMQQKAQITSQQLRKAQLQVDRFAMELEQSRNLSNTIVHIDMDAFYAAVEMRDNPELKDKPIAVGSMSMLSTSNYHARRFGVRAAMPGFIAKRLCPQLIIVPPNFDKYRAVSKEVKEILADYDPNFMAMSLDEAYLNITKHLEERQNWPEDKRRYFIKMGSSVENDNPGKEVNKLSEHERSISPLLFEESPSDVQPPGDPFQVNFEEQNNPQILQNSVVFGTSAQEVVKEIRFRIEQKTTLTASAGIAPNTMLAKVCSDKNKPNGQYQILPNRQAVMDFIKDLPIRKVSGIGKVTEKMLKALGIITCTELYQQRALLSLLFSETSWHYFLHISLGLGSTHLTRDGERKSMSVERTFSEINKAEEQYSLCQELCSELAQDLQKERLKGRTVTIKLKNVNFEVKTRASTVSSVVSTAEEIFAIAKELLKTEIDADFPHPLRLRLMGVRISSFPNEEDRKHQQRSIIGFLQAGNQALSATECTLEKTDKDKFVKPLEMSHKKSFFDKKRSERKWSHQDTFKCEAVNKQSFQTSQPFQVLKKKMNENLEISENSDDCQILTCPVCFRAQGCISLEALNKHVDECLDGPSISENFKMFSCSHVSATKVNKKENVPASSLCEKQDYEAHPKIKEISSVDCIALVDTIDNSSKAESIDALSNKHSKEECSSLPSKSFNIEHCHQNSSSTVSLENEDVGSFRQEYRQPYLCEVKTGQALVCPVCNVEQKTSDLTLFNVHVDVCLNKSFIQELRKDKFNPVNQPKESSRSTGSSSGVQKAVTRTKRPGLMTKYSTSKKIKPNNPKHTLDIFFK
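Kinetic fluorescence screen: compound preincubated 15 min RT with 10 nM enzyme; 50 nM substrate (final) initiates; reads at 0/10 min.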
RGS4 inh – Inhibitors of Regulator of G Protein Signaling (RGS) 4: qHTS. Regulator of G-protein signaling 4 (Homo sapiens), P49798. Transcreener GDP fluorescence polarization, RGS4-accelerated GTP hydrolysis. Potency, µM (doses to about 114 µM), without a hit: at the top dose activity change, negative = inhibition, hits mostly inhibitors. hit rate 0.039% among 390,000; note: potency is the fitted concentration of half-maximal effect; % is set by controls: 0 for no effect and ±100 for the full control effect; nearly all actives have a fitted effect of over 75% in size; some results filed as inactive show a strong effect at the top dose
Target sequence (P49798 whole entry, looked up): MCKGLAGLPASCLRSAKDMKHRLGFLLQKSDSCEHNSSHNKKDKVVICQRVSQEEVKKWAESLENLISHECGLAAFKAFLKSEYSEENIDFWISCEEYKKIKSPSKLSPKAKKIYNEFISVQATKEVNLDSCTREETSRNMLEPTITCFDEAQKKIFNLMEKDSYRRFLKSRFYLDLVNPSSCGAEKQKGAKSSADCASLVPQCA
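MLSMR compounds (23 nl, pin-transferred) preincubated 10 min at room temperature with a 500nM (2x) first reagent, then RGS4 at 900nM (2x) plus Transcreener GDP mix added; fluorescence polarization (620/688 nm) read before and after 90 min at 30 °C.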
The depositor's hits bear a star; ? = inconclusive; . = not tested or not shown; & = joins results of further samples; [ ] = dose if it differs, or a comment. Unless noted, calls come from the whole dose curve; as a rule, active = well fitted curve in the direction sought with a large enough effect; inconclusive = small, poorly fitted or top-dose-only effect, or another doubt; inactive = no such curve, though single readings can be large; an effect the other way counts as inactive or inconclusive. This is a subset (hit frequency here may not be typical).

structure,12-LOX inh,Apoferritin bind,ERG-DNA inh,LDHA block,APEX1 inh,Pol eta inh,POLB inh,POLK inh,RGS4 inh
CCCOc1ccccc1/C=C(\C#N)C(=O)Nc1cccnc1,3%,-14%,-9%,-4,18%,-17%,1%,11%,-26%
CC(C)NC(=O)c1onc(CSc2cccc3ccccc23)c1C(=O)O,?,?,-5%,3,-4%,2%,1%,8%,4%
CCC(/C=N/NC(=O)C(=O)N/N=C/C(CC)CC)CC,1%,-12%,2%,-17,-1%,-17%,0%,-14%,23%
COCCN(C(=O)COC(=O)/C(=C/c1ccccc1)NC(C)=O)c1c(N)n(Cc2ccccc2)c(=O)[nH]c1=O,?,-4%,-2%,-6,-17%,-3%,15%,-5%,18%
Cc1ccccc1C(=O)N1CCN(c2ccc(NC(=O)c3ccc4c(c3)OCO4)cc2)CC1,-2%,-6%,-1%,-7,30%,-24%,?,-11%,-3%
CN(C)C(=O)c1ccc(Nc2ncnc3sc4c(c23)CCCCC4)cc1,-1%,-15%,8%,-10,28%,-6%,23%,1%,7%
Cc1nc2c(N=Nc3ccccc3F)c(N)nn2c(N)c1C#N,-10%,-11%,5%,-3,-5%,-12%,2%,-22%,1%
COCCSc1ccccc1C(=O)Nc1ccccc1C(C)C,?,-12%,-2%,-10,-1%,-20%,-17%,-9%,19%
Cc1cc(C)cc(NC(=O)N2CCC(C(N)=O)(N3CCCCC3)CC2)c1,-22%,-4%,-1%,0,.,1%,24%,-3%,-1%
CC1=NCCN1CCNC(=O)Nc1ccc(F)cc1,8%,-8%,-13%,-8,12%,-13%,0%,6%,-8%
COC(=O)c1ccc(C(=O)OC)c(NC(=S)N2CCN(c3ccc(F)cc3)CC2)c1,4%,-9%,1%,-4,-2%,-15%,-27%,-19%,7%
CN1C(=S)SC(N(O)C(=O)NC2CCCCC2)C1(C)C (centres undefined),0%,-2%,-7%,-6,7%,-12%,0%,-1%,-10%
O=C(Nc1cccnc1)c1ccc(NS(=O)(=O)c2cc([N+](=O)[O-])ccc2Cl)cc1,-22%,-3%,12%,6,-7%,22µM*,?,-52%,-18%
CC(C)(c1ccccc1)c1ccc(OCCCNCCO)cc1,-61%,11µM*,-1%,-12,3%,-19%,?,-6%,-15%[11.4 µM]
Cc1c(C(=O)N2CCC(Cc3ccccc3)CC2)cccc1[N+](=O)[O-],-23%,-2%,-6%,8,7%,-20%,1%,3%,?
COc1ccc(CCNC(=O)CSCc2ccc([N+](=O)[O-])cc2)cc1OC,-23%,-10%,3%,-5,-3%,-10%,0%,-4%,?
C=CCn1c(Cc2cccs2)nnc1SCC(=O)c1cccc(Br)c1,0%,?,2%,-1,-3%,-15%,-1%,-13%,?
CN(C)CCNc1nc2c(c(=O)[nH]c(=O)n2C)n1CCCc1ccccc1,13%[57.4 µM],-20%,7%,-1,-2%,-6%,0%,6%,1%
NS(=O)(=O)c1ccc(CCNC(=O)CSc2ccccc2)cc1,0%,-10%,10%,-4,1%,-1%,-2%,-5%,-6%[11.4 µM]
N#Cc1ccccc1OCC(=O)Nc1nnc(C2CC2)s1,346%[activator],.,2%,-4,30%,-6%,.,-5%,18%
CC(C)CC(=O)N1CCN(C(=O)CCC2CCCC2)CC1,5%,-14%,0%,-6,0%,-19%,11%,-15%,0%[11.4 µM]
Cc1ccc(NC(=O)N(O)C2CCCCC2C#N)cc1 (centres undefined),-2%,.,8%,-2,.,-18%,.,-6%,25%
CCC(C)C(NC(=O)OC(C)(C)C)C(=O)NC(Cc1ccccc1)C(=O)OC (centres undefined),224%[activator],-15%,-1%,-8,-5%,-17%,0%,-3%,5%
CC(=O)Cc1cc2cc([N+](=O)[O-])ccc2oc1=O,40%[activator],-4%,3%,-6,1%,-1%,-14%,-10%,0%
O=C(Nc1cccc(C(F)(F)F)c1)c1cc2nc(-c3ccco3)cc(C(F)(F)Cl)n2n1,-11%,-4%,-2%,-3,.,-19%,?,-9%,-20%
Cc1ccc(Nc2n[nH]c(=S)s2)cc1F,40µM*,.,-15%,-3,.,-11%,.,-10%,?
Cc1ccc(-n2c(=O)c3c(C)c(C)sc3n(Cc3cc(=O)n4ccccc4n3)c2=O)cc1C,-16%,1%,.,-2,-4%,-16%,0%,8%,0%
COCC(C)NC(=O)CSc1nc2ccccc2c(=O)n1CCc1ccc(S(N)(=O)=O)cc1 (centres undefined),17%,0%,4%,-3,6%,-2%,31%,-12%,9%
COc1ccc(NC(=O)CS(=O)(=O)c2cn(CC(=O)N3CCOCC3)c3ccccc23)cc1,6%,-4%,-1%,0,-2%,0%,41%,-9%,30%
CCCCn1c(SCc2c(C)noc2C)nc2cc(S(N)(=O)=O)ccc21,146%[activator],-15%,-3%,-4,-5%,-19%,32%,-4%,2%
COc1ccc(-c2csc(NC(=O)Cc3ccccc3F)n2)cc1OC,-5%,6%,23%,4,2%,-28%,18%,-1%,-11%
COc1ccccc1N(C(C)=O)C1SC(=O)N(c2ccccc2)C1=O (centres undefined),-8%,-14%,-2%,-2,4%,-8%,73%,1%,-16%
COCCNC(=O)Cn1nc(-c2ccc(Cl)cc2)c2ccccc2c1=O,122%[activator],-6%,-11%,-7,49%[activator],3%,19%,2%,-2%
C/C(=N/Nc1nc(-c2ccc(Cl)cc2)cs1)c1cccs1,?,-9%,1%,-5,6%,-2%,-1%,-8%,-53%
CC(=O)N1CCN(c2ccc(NC(=O)c3ccc(N4CCCC4)c([N+](=O)[O-])c3)cc2Cl)CC1,6%[57.4 µM],-6%,.,0,0%,-11%,2%,-4%,5%
Cn1c(=O)c2c(nc(NCc3ccc4c(c3)OCO4)n2Cc2ccccc2F)n(C)c1=O,?,-10%,-7%,2,-1%,-15%,19%,-5%,-9%
COc1cccc(NC(=O)c2ccc3c(c2)N(CC(=O)N2CCCCC2)C(=O)C(C)(C)O3)c1,-30%,-23%,3%,-8,-7%,-10%,13%,-10%,46%
COc1ccc(CN2CCOCC2)cc1OC,-21%,-1%,-3%,-4,1%,-10%,-10%,4%,-8%
O=C(NCCc1ccccc1)c1ccc(NC(=O)C2CCCCC2)cc1,-2%,.,-12%,-7,.,5%,.,1%,-22%
COc1cc(CNCc2ccccn2)ccc1OCc1cccc(Cl)c1,1%[57.4 µM],?,.,-4,-6%,-14%,9%,-10%,6%
Cc1cc(OCC(=O)NCCN2CCOCC2)cc(C)c1Br,2%,-19%,7%,-6,10%,4%,36%,-8%,-2%
O=C1CN(c2nc3ccccc3n3cnnc23)CC(=O)N1CCc1ccccc1,?,9%,-1%,-1,-5%,-24%,-4%,-7%,1%
C/C=C1\COC(C(=O)NCc2ccncc2)(C(F)(F)F)C=C1C=C1CCCCC1 (centres undefined),-2%,-21%,-6%,-3,-2%,-19%,.,-13%&-17%,10%&-15%
CCOc1c(Cl)cc(/C=N/NC(N)=S)cc1OC,?,-8%,2%,-5,9%,-18%,?,-8%,?
COc1ccc(NS(=O)(=O)c2ccc(Cl)c(N)c2)cc1Br,?,-21%,3%,-8,-3%,-9%,-28%,-8%,11%
Cc1ccc(C(=O)NCc2ccco2)cc1S(=O)(=O)Nc1cccc(Cl)c1,-23%,?,-2%,-3,-8%,0%,-3%,-16%,-11%
CCOC(=O)N1CCN(S(=O)(=O)c2ccc(OC)c(Cl)c2)CC1,49%[activator],-4%,-7%,3,5%,-12%,7%,0%,-10%
c1ccc(CN2CCC(Nc3nc(-c4cccnc4)nc4ccccc34)CC2)cc1,?,-7%,6%,2&-2,3%,-2%,?,-31%,7%
O=C(CSc1ccccn1)N/N=C/c1ccccc1[N+](=O)[O-],9%,-13%,0%,-7,3%,-18%,1%,-2%,-2%
CCC(C)N(C(=O)COC(=O)c1cn(CC)c2nc(C)ccc2c1=O)C1CCS(=O)(=O)C1 (centres undefined),0%,-17%,-8%,8,-2%,9%,15%,-8%,12%
CC(=O)N1CC(C)Oc2ccc(S(=O)(=O)NC(CC(=O)O)c3ccc(C)cc3C)cc21 (centres undefined),-1%,-6%,5%,-1,56%,-11%,-2%,9%,-22%
CCc1c(C)c(C#N)c2nc3ccccc3n2c1NC,-8%,6%,-8%,-12,21%,2%,10%,-11%,15%
Cc1cccc(C)c1-n1ncc(C(=O)N2CCN(c3ccccc3)CC2)c1C1CCN(C(=O)OC(C)(C)C)CC1,8%,-10%,-4%,5,.,-18%,1%,-8%,-19%
